DUSP3 inh: inhibitors of human VHR1 phosphatase (DUSP3). AID 1992. recombinant VHR phosphatase, colorimetric substrate read-out. inhibition, % at 20 µM. P51452. 50,000 tested, 0.7% active; in the data active means inhibition above about 60%; further: some results filed as inactive read as strong as hits
Target sequence (P51452 whole entry, looked up): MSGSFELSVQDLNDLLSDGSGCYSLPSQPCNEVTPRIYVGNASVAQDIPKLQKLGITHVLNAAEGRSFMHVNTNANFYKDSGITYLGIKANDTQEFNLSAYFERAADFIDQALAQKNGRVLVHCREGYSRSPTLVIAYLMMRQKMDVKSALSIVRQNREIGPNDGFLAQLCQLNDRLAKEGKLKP
An asterisk follows results filed as active. An excerpt; the hit share may differ from the screen's.

SMILES	DUSP3 inh
O=C(CSc1nc2ccccc2c(=O)[nH]1)c1ccccc1	-1.2
COc1ccc(-c2cn3c4ccccc4n(N)c3n2)cc1	8.2
COc1cc(OC)c(OC)cc1CN1CCNCC1	-4.0
Cc1ccccc1OCCSc1nc2ccc(Br)cc2[nH]1	21.2
CC(=O)NS(=O)(=O)c1ccc(N/C(N)=N\c2nc(C)cc(C)n2)cc1	-25.0
CC1CCN(c2cc(N3CCN(C(=O)c4ccc(F)cc4)CC3)c([N+](=O)[O-])cc2F)CC1	-0.7
O=C(Nc1cccc([N+](=O)[O-])c1)C1C(c2ccccc2)C1(Cl)Cl (centres undefined)	-6.9
COC(=O)C1=C(C)N(C)C(C)=C(C(=O)OC)C1c1cccc(C)c1	-13.0
CC(C)(C)NC(=O)CCNS(=O)(=O)c1ccccc1[N+](=O)[O-]	-10.2
CC(=O)Nc1ccccc1NC(=O)COc1ccc(C)cc1Br	-4.6
C/C(Cn1nnc([N+](=O)[O-])n1)=N\NC(=O)c1ccc(Cl)c(Cl)c1	-16.2
O=C(O)c1ncc(-c2ccccc2)cn1	-13.4
CCc1nnc(NS(=O)(=O)c2ccc(NC(=O)c3cc4ccccc4cc3OC)cc2)s1	-8.0
COc1cc(NC(=O)c2ccccc2Br)ccc1NC(=O)c1cc2ccccc2o1	-7.6
OCC(O)COC(c1ccccc1)(c1ccccc1)c1ccccc1 (centres undefined)	-24.7
O=[N+]([O-])c1ccc(C=NN2CCN(Cc3ccccc3)CC2)cc1	0.1
COc1cc2c(cc1OC)CC(C)(C)[N+](C)=C2	9.6
CCOC(=O)c1[nH]c(C)c(C(=O)C(C)CC)c1C (centres undefined)	1.0
N#CC1=C(N)NC(SCC(=O)c2ccc(Cl)cc2)=C(C#N)C12CCCCC2	-7.9
Cc1ccc2oc(-c3cc(NC(=O)/C=C/c4cccc([N+](=O)[O-])c4)ccc3O)nc2c1	-20.2
CCOC(=O)c1c(NC(=O)c2ccco2)sc(C(=O)N(CC)CC)c1C	9.8
O=C1NN(c2ccccc2)C(=O)/C1=C\c1cccc(I)c1	-35.9
Cc1nc2cc(-c3cccc(Cl)c3)[nH]n2c(=O)c1C	-2.8
COc1cccc(C(=O)NCc2ccccc2OC)c1	-33.1

Reformatted: results already given.
> CCOC(=O)c1c(NC(=O)c2ccco2)sc(C(=O)N(CC)CC)c1C
  DUSP3 inh: 9.8

> O=C1NN(c2ccccc2)C(=O)/C1=C\c1cccc(I)c1
  DUSP3 inh: -35.9

> Cc1nc2cc(-c3cccc(Cl)c3)[nH]n2c(=O)c1C
  DUSP3 inh: -2.8

> COc1cccc(C(=O)NCc2ccccc2OC)c1
  DUSP3 inh: -33.1

Further compounds follow:
SMILES	DUSP3 inh
Cc1ccc(Cl)cc1NC(=O)c1c(F)c(F)c(F)c(F)c1F	2.2
COc1ccc(OC)c2c(C)cc(C)nc12	-9.1
O=C(Nc1ccc(Cc2ccncc2)cc1)c1ccc(Br)o1	-6.5
NC(=O)c1nn2c(c1Cl)NC(c1cccs1)CC2C(F)(F)F (centres undefined)	-11.2
O=C(N/N=C/c1ccc(O)c(O)c1O)c1ccc(Cl)cc1Cl	53.6
Cc1ccc(NC(=O)CCC(=O)NCc2ccccc2)cc1C	-6.8
O=C(c1ccc(Cl)cc1)N1CCN(c2ccccn2)CC1	-4.3
CCN(CC)c1ccc(/C=C2\C(=O)NC(=O)N(C)C2=O)cc1	-11.0
Cn1c(=O)c(C(=O)NC2CCCCC2)c(O)c2ccccc21	-20.0
CCOC(=O)c1c(NC(=O)c2ccccc2)sc2c1CCN(Cc1ccccc1)C2	52.9
CCNc1nc(NS(=O)(=O)c2ccc(C)cc2)nc(SC)n1	0.5
C=CCc1ccccc1OCCn1cc(/C=C2/SC(=S)N(CC)C2=O)c2ccccc21	-18.3
O=C(O)c1cc2c(ccc3cc(Br)ccc32)oc1=O	-6.9
C/C(=N\NS(=O)(=O)c1ccccc1)c1cccc(I)c1	15.8
Cc1[nH]n(-c2ccc([N+](=O)[O-])cc2)c(=O)c1C=NCCN1CCN(C(=O)c2cccc(F)c2)CC1	-14.4
COc1ccc(/C=C2\SC(=S)N(C(C(=O)O)C(C)C)C2=O)c(OC)c1 (centres undefined)	2.8
COc1cc(OC)c(C=C2C(=O)N(C)C(=O)N(C)C2=O)cc1Br	-3.4
O=C(O)c1ccccc1/C=C1\SC(=S)N(Cc2ccccc2)C1=O	17.7
CCOC(=O)COc1nc2ccc(Cl)cc2c(-c2ccccc2)c1C(C)=O	-3.5
Ic1ccc(OCCCCN2CCOCC2)cc1	-13.8
CC1=NN(c2ccc(S(N)(=O)=O)cc2)C(=O)/C1=C\c1ccccc1OCc1ccccc1	-0.4
CCOc1ccc(-n2nc3ccc(NC(=O)c4ccc([N+](=O)[O-])cc4Cl)cc3n2)cc1	7.9
CCOC(=O)c1c(NC(=O)COc2cc(Cl)ccc2Cl)sc(C(C)=O)c1C	-1.3
O=[N+]([O-])c1ccc(Cl)cc1NC(c1ccccc1)c1ccccc1	-19.3
CC(C)=CC(=O)CC(O)(c1ccccc1)C(F)(F)F (centres undefined)	6.7
CC(=O)OC(OC(C)=O)c1ccc([N+](=O)[O-])s1	3.8
Cc1cc(C(=O)Nc2ccc(O)c(C(=O)O)c2)oc1C	-5.6
CCOC(=O)COc1ccccc1/C=C1\C(=O)NC(=O)N(c2ccc(Br)c(C)c2)C1=O	2.3
COc1ccc(S(=O)(=O)N(CC(=O)NCc2ccco2)c2cc(C)cc(C)c2)cc1OC	-38.1
O=C(Nc1ccc(NC(=O)c2ccc(-c3ccc([N+](=O)[O-])cc3)o2)cc1)c1ccco1	6.4
COC(=O)C1=C(C)NC(=O)NC1c1cccc(I)c1 (centres undefined)	-5.9
C=CCN1C(=O)NC(=O)/C(=C/c2ccc(OCc3ccccc3[N+](=O)[O-])c(OC)c2)C1=O	-11.2
CCOc1ccc(S(=O)(=O)N(CC(=O)Nc2cc(C)cc(C)c2)c2ccc(C)cc2)cc1	-4.1
Cc1cc(C)n(C(=O)COc2ccc(Oc3ccccc3)cc2)n1	-11.3
COc1ccccc1N1CCN(C(=O)COc2ccc(Cl)cc2C)CC1	12.1
CCOc1ccc(S(=O)(=O)NCc2ccccc2Cl)c2ccccc12	4.7
CC1=CC(C)C2COC(c3ccccc3O)C1C2C (centres undefined)	-25.3
COC(=O)c1ccccc1NC(=O)COc1cccc(C)c1C	0.9
N#CC1=C(Nc2ccc(Cl)cc2)CCC1	4.5
CCC(=O)c1ccc(N2CCN(C(=O)CC)CC2)c(F)c1	11.6
CC(=O)Nc1ccc(S(=O)(=O)Nc2ccc(Cl)c(Cl)c2)cc1	0.6
CCN(CC)C(=O)CSc1nc(O)c(Cc2ccc(OC)cc2)c(=O)[nH]1	11.4
Cc1nonc1OCCn1nnnc1-c1ccccc1	-4.6
CC1CCCN(Cc2c(O)[nH]c(=S)[nH]c2=O)C1 (centres undefined)	15.8
COc1ccc(C2=C(Nc3cccc([N+](=O)[O-])c3)c3ccccc3C2=O)cc1	-7.6
CCCCOc1cc(C)cc2oc(=O)c3c(c12)CCCC3	-18.8
C=C(C)CN1C(=O)c2ccccc2C1=O	-6.6
Cc1cc2nc(-c3cccc(NC(=O)c4ccccc4F)c3)oc2cc1C	-17.6
CCN1C(=O)c2cccc3c(NC(=O)c4ccc(Cl)s4)ccc1c23	46.0
COC(=O)c1ccc(C(=O)OC)c(NC(=O)Cc2ccc(Cl)cc2)c1	99.1
CCOc1ccc2sc(C=NC(C)C)c(O)c2c1	0.5
Cc1ccc(/C=N/NC(=O)CN(c2cccc(C(F)(F)F)c2)S(=O)(=O)c2ccccc2)c(C)c1C	-35.1
CCOC(=O)c1sc(NC(=O)c2c(-c3ccccc3Cl)noc2C)c(C(=O)OCC)c1C	-4.1
Cc1onc(-c2ccccc2Cl)c1C(=O)N1CCN(c2ccccc2F)CC1	-1.2
Cc1cc(C)c2oc(-c3ccc(C)c(NC(=O)c4cccc([N+](=O)[O-])c4C)c3)nc2c1	2.4
CCOc1ccccc1NC(=O)C(=O)NCC(C)C	-15.3
COc1ccc(N2C(=O)/C(=C\c3ccc(-c4cccc(C(F)(F)F)c4)o3)SC2=S)cc1	-8.5
CCN(CC)CCN1C(=O)C(O)=C(C(=O)/C=C/c2ccccc2)C1c1ccccc1F (centres undefined)	-4.8
Nc1c(C(=O)c2ccccc2)c(-c2ccccc2)nc2nonc12	-16.6
Cc1c(Cl)cccc1NC(=O)C(=O)NCCCN1CCOCC1	18.8

A different layout for part of the listing above.
> O=C1NN(c2ccccc2)C(=O)/C1=C\c1cccc(I)c1
  DUSP3 inh: -35.9

> COc1ccc(N2C(=O)/C(=C\c3ccc(-c4cccc(C(F)(F)F)c4)o3)SC2=S)cc1
  DUSP3 inh: -8.5

> Cc1ccc(/C=N/NC(=O)CN(c2cccc(C(F)(F)F)c2)S(=O)(=O)c2ccccc2)c(C)c1C
  DUSP3 inh: -35.1

> CCOc1ccccc1NC(=O)C(=O)NCC(C)C
  DUSP3 inh: -15.3

More results.
SMILES	DUSP3 inh
Cc1ccc(-c2ccc(C=C3C(=O)NC(=O)NC3=O)o2)c([N+](=O)[O-])c1	1.8
COc1ccc(/C(N)=N/OC(=O)COc2ccccc2)cc1	-5.3
CCOC(=O)C1=C(C)NC(=S)NC1c1ccc(OC(=O)c2ccco2)c(OC)c1 (centres undefined)	7.8
CCc1ccc(S(=O)(=O)Nc2c(C)cc(C)cc2C)cc1	-5.9
Cc1ccc(S(=O)(=O)NC(Cc2ccccc2)C(=O)Nc2nccs2)cc1 (centres undefined)	-16.4
O=C(CSc1nc2sc3c(c2c(=O)[nH]1)CCCC3)NCCCO	-8.7
COc1ccc(N2C(=O)NC(=O)/C(=C/c3cc(Cl)c(O)c(OC)c3)C2=O)cc1	-0.7
COc1ccc2nc(SCC(=O)Nc3cccc(C(F)(F)F)c3)[nH]c2c1	-8.5
COc1cc(OC)c(OC)cc1CN1CCN(Cc2cc(Br)ccc2O)CC1	0.5
Fc1ccc(NC(=S)NCCN2CCOCC2)cc1	91.1
Cc1cccc(OCc2n[nH]c(=S)n2-c2ccccc2)c1	-3.5
O=C1NC(=O)C(=Cc2ccc(OCc3ccccc3F)cc2)C(=O)N1	-1.1
CCOC(=O)C1=C(C)NC(=O)NC1c1cc([N+](=O)[O-])ccc1OC (centres undefined)	10.7
O=C(O)CCCCCN1C(=O)C(=O)/C(=C(/O)c2ccc(F)cc2)C1c1ccc([N+](=O)[O-])cc1 (centres undefined)	-13.1
Cc1ccc(C(=O)/C=C/c2ccccc2OCc2ccccc2)cc1	-14.8
CC1(C)CC(=O)C2=C(C1)c1cc3ccccc3cc1NC2c1cccc([N+](=O)[O-])c1 (centres undefined)	-12.7
CCc1ccc(NC(=O)C2CC(=O)N(c3ccccc3)C2)cc1 (centres undefined)	-12.6
CCC(C)c1ccc(OCCOc2c(I)cc(/C=N/n3cnnc3)cc2OC)cc1 (centres undefined)	4.4
Cc1ccc(NC(=O)CSc2ncn[nH]2)cc1	-17.3
O=C1CC(NC2CCCCC2)C(=O)N1c1ccc(Br)cc1 (centres undefined)	-26.0
C#CCSc1nc(N)c(C#N)c(-c2ccc(O)cc2)c1C#N	-11.5
CN(C)c1ccc(/C=N/NC(=O)c2cc(-c3ccc4ccccc4c3)n[nH]2)cc1	3.7
O=C(Nc1ncc(Cc2ccc(F)cc2)s1)c1ccccc1Br	-11.5
CN(C)CCNC(=O)C(c1ccccc1)c1ccccc1	-30.1
O=C1NC(=S)N(c2cccc(Br)c2)C(=O)/C1=C/c1ccco1	88.6*
COc1ccc(C(=O)Nc2cccc(C)c2C)cc1	3.7
NC(=O)C(Cc1ccccc1)N1CC(=O)NC(=O)C1 (centres undefined)	-28.7
Cc1ccc(OCCCn2ccnc2)cc1	-4.4
O=C(CSc1nc2ccccc2o1)NCc1ccco1	9.3
O=C(Nc1ccccn1)c1cc(-c2ccc(Cl)c(Cl)c2)nc2ccccc12	4.1
Cc1ccc(OCC(O)CNC(C)C)cc1C (centres undefined)	2.7
COc1ccc(NC(=O)c2sc3cc(C)ccc3c2Cl)cc1	-1.0
CCSc1nnc(NC(=O)c2ccc(Cl)cc2)s1	-23.5
NC(=O)c1cc(NC(=O)c2ccc([N+](=O)[O-])cc2)ccc1Cl	-25.1
CC(C)Oc1ccc(C2CC(=O)N(c3cccc(/C=C/C(=O)O)c3)C2=O)cc1 (centres undefined)	-9.2
Cc1ccc(-n2nc3cc(C)c(NC(=O)c4ccccc4Br)cc3n2)cc1	-23.9
CC(C)CN1C(=O)/C(=C/c2cccc(Br)c2)SC1=S	-23.2
COc1ccc(S(=O)(=O)N2CCN(Cc3cccn3C)CC2)cc1	2.1
CC(=O)c1ccc(N2C(=O)CC(S/C(N)=N/N=C(\C)c3cccs3)C2=O)cc1 (centres undefined)	-0.4
Cc1cccc(C(=O)NNC(=O)COc2ccccc2Cl)c1O	-14.6
COc1cc(NS(=O)(=O)c2c(C)cc(C)cc2C)c(OC)cc1Cl	-6.8
O=C(/C=C/c1ccc2c(c1)OCO2)c1cccc(Br)c1	-13.4
COCCOC(=O)C1=C(C)NC(=O)CC1c1ccccc1OC(C)C (centres undefined)	17.1
O=C(Nc1ccc(I)cc1Cl)c1cc2ccccc2oc1=O	9.5
O=[N+]([O-])c1ccc(S(=O)(=O)N/N=C/c2ccco2)cc1	-5.4
CC(=O)c1ccc(NCCC(=O)c2cccs2)cc1	12.2
Cc1ccc2nsnc2c1NC(=O)/C=C/c1ccccc1	-11.2
CCCN1c2ccccc2C(=C2SC(C(=O)OC)=C(C(=O)OC)S2)C(=S)C1(C)C	16.1
CC1(C)CC2CC(C)(CN2S(=O)(=O)c2ccc(C(=O)Nc3ccc(Cl)c(S(=O)(=O)N4CCOCC4)c3)cc2)C1 (centres undefined)	-6.6
COc1cc(/C=c2\sc3nc4ccccc4n3c2=O)ccc1OC(=O)c1cccs1	0.9
FC(F)(F)c1cccc(NC(=S)NCc2ccc3c(c2)OCO3)c1	2.8
COc1cc(C2CC(=O)Nc3c2ccc2ccccc32)cc(Cl)c1O (centres undefined)	1.8
CC(=O)c1ccc(NC(=O)Cc2ccc(Cl)cc2)cc1	-18.5
